H9c2 TAG inh – inhibitors of triacylglycerol accumulation, primary screen, cell-based, uHTS, fluorescence, H9c2; hit rate 0.66% among 230,000; H9c2 cells, Nile Red lipid (TAG) fluorescence; cells loaded with 200 µM oleic acid; inhibition, % at 12.5 µM; AID 651582, 2012;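 active = pattern-corrected inhibition of lipid staining of at least 50% with the nuclear-stain viability signal not falling by more than 50%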;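 also: 0% = DMSO wells and 100% = triacsin C control wells; some results filed as inactive read as strong as hits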
H9c2 TAG inh DAPI viability – recorded beside H9c2 TAG inh, whose call it bears; DAPI nuclei signal change (viability), lower = more cytotoxic, %;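 whole-well DAPI fluorescence read on a plate reader as a viability signal; minus 50 percent equals half of cells still viable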
* hit, by the source's call. This is a subset; the hit share may differ from the screen's.

No.	SMILES	H9c2 TAG inh	H9c2 TAG inh DAPI viability
1	O=C(CN1CCN(C(=O)C2CCC2)CC1)Nc1ccc(F)cc1	-19	1
2	Cc1cccc(C(=O)Nc2cc(S(=O)(=O)N3CCOCC3)ccc2N2CCCC2)c1	12	-8
3	CN=c1sc(C(=O)Nc2cccc(Cl)c2)cc(=O)n1C	8	-11
4	COc1ccc(OCC(O)CN2CC(C)OC(C)C2)cc1 (stereo not given)	3	-10
5	O=C(COC(=O)c1cc(Br)ccc1O)NC12CC3CC(CC(C3)C1)C2	16	-8
6	O=C(Nc1cccc(C(=O)N2CCCCCC2)c1)c1ccco1	7	-13
7	CC1(C(=O)OCC(=O)Nc2nc(-c3ccc(F)c(F)c3)cs2)CC1(Cl)Cl (stereo not given)	5	8
8	Fc1ccccc1CSc1nc2ccccc2[nH]1	-19	-8
9	c1ccc2ncc(-n3cnnn3)cc2c1	-2	9
10	CC(C)(C)S(=O)(=O)N1C[C@H]2CC/C=C\C/C(c3ccccc3)=C\2[C@@H]1CCO	-11	0
11	Cc1ccc(N(CC(=O)Nc2ccccc2-c2ccccc2)S(=O)(=O)c2ccccc2)c(C)c1	9	-8
12	CCN(CC)C(=O)[C@H]1CC(CC(=O)NCCN2CCOCC2)C(=O)N2CCc3c([nH]c4ccc(OC)cc34)[C@]12C (stereo not given in full)	-17	1
13	Cc1ccc2c(c1)NC(c1cccs1)C1=C(CC(C)(C)CC1=O)N2 (stereo not given)	-9	6
14	COc1ccc(CNC(=O)COC(=O)[C@@H]2CCCN2C(=O)c2cccs2)cc1	-4	6
15	Cn1cccc1CC(=O)N/N=C/c1ccc(Cl)cc1	-2	-7

No.	SMILES	H9c2 TAG inh	H9c2 TAG inh DAPI viability
16	CC(C)CNC(CC(=O)O)c1ccccc1 (stereo not given)	4	1
17	CCNC(=S)N1CCn2cccc2C1c1ccc(F)cc1 (stereo not given)	-14	1
18	Cc1nn(C)cc1CN1CCC(n2nccc2NC(=O)CCCc2ccccc2)CC1	12	4
19	Cc1ccsc1CN(C)C(=O)c1cc(S(=O)(=O)N2CCOCC2)ccc1N1CCCC1	3	-10
20	CN(C)c1ccc(C(=O)Nc2cccc(S(=O)(=O)N3CCCC3)c2)cc1	-1	5
21	CCOC(=O)c1cccc(NC(=O)CCc2nc(-c3ccc(C)cc3)no2)c1	10	-6
22	CC(C)C1C(=O)N(Cc2cn(CCC3OCCO3)nn2)CCS(=O)(=O)N1Cc1ccc(-c2ccc(Cl)cc2)cc1 (stereo not given)	-12	1
23	NS(=O)(=O)c1cnccc1Nc1cccc(Br)c1	0	4
24	CCOC(=O)C1=CNS(=O)(=O)NC1c1ccc(Br)cc1F (stereo not given)	9	3
25	COc1ccc(NC(=O)C(=O)NCCC2CCCCN2S(=O)(=O)c2cccs2)cc1 (stereo not given)	47	-41
26	CCOc1ccc(C2Nc3cccc4cccc(c34)N2)cc1OC	27	-6
27	CC(=O)c1cccc(NC(=O)C2=CN3CCS(=O)(=O)N=C3C=C2)c1	31	2
28	O=C(CC1C[C@H](C(=O)N2CCOCC2)[C@@]2(CCC3CCCC3)c3[nH]c4ccccc4c3CCN2C1=O)NCc1ccco1 (stereo not given in full)	18	-12
29	CCC1Oc2ccc(C)cc2N(CC(=O)NCc2cccs2)C1=O (stereo not given)	3	-8
30	CC(C)c1cc(CN2CCN(Cc3ccc(F)c(F)c3)C(CCO)C2)[nH]n1 (stereo not given)	0	-6

A draw from above in order of count of non-hydrogen atoms, highest first.
No.	SMILES	H9c2 TAG inh	H9c2 TAG inh DAPI viability
19	Cc1ccsc1CN(C)C(=O)c1cc(S(=O)(=O)N2CCOCC2)ccc1N1CCCC1	3	-10
21	CCOC(=O)c1cccc(NC(=O)CCc2nc(-c3ccc(C)cc3)no2)c1	10	-6
30	CC(C)c1cc(CN2CCN(Cc3ccc(F)c(F)c3)C(CCO)C2)[nH]n1 (stereo not given)	0	-6
24	CCOC(=O)C1=CNS(=O)(=O)NC1c1ccc(Br)cc1F (stereo not given)	9	3
16	CC(C)CNC(CC(=O)O)c1ccccc1 (stereo not given)	4	1

Carrying on.
No.	SMILES	H9c2 TAG inh	H9c2 TAG inh DAPI viability
31	CCC1=C2CC[C@H]3C(=O)NC(=O)[C@H]3[C@H]2[C@@]2(Cc3ccccc3)C(=NCC(=O)OC)OC(=O)N2C1=O	-8	1
32	CC1CN(Cc2cc(=O)[nH]c(C3CC3)n2)CC(C)O1 (stereo not given)	-14	9
33	CN1CCc2cccc3c2C1Cc1ccc(O)c(O)c1-3 (stereo not given)	-1	0
34	CC1CCCC(NC(=O)Cn2cc([N+](=O)[O-])ccc2=O)C1C (stereo not given)	-1	6
35	CC(=O)Nc1ccc(NC(=O)Cn2c(-c3ccc(F)cc3)cnc2SCC(=O)Nc2c(C)cccc2C)cc1	4	0
36	COC(=O)c1ccccc1NC(=O)N1CCN(Cc2ccco2)CC1	-38	-12
37	Cc1cc(=O)[nH]c(NN=C2CCCCC2C)n1 (stereo not given)	16	-5
38	Cc1ccc2nc(Cl)c(CNCc3ccccc3)cc2c1	-11	-4
39	CCOC(=O)Cn1c(=O)c(-c2ccccc2N)nc2ccccc21	7	1
40	O=C(COC(=O)c1ccc(Br)o1)NCc1ccc(Cl)cc1	-12	5
41	N#Cc1cnn(-c2nc(SCc3ccccc3)nc3sc4c(c23)CCCC4)c1N	25	-1
42	CC(=O)N1CCN(CCS(=O)(=O)c2cc(Cl)ccc2Cl)CC1	-9	4
43	CC(C)Cn1c([N+](=O)[O-])nc2c1c(=O)[nH]c(=O)n2C	10	6
44	Nc1ccc2cn[nH]c2c1	2	6
45	CC(Oc1ccc(Cl)cc1Cl)C(=O)OCC(=O)c1c(N)n(C)c(=O)n(C)c1=O (stereo not given)	-6	-7

No.	SMILES	H9c2 TAG inh	H9c2 TAG inh DAPI viability
46	CC(C)(C)c1ccc(OCCC(=O)OCC(=O)Nc2cccnc2Cl)cc1	-4	3
47	Cc1ccc(S(=O)(=O)c2nc(-c3ccco3)oc2NCC2CCCO2)cc1 (stereo not given)	-7	1
48	O=C(NCC(=O)N1CCN(C(=O)c2ccco2)CC1)c1ccc(Cl)cc1	5	4
49	CC(C)c1ccc(C(C)NCCS(=O)(=O)c2ccc(Br)cc2)cc1 (stereo not given)	-2	2
50	CC(OC(=O)c1ccccc1NCCO)C(=O)NCC(=O)Nc1ccc(F)c(F)c1F (stereo not given)	8	5
51	CCOC(=O)c1cc(-c2ccc(F)cc2)n(CC(=O)N2CCCC2)c1C	28	-9
52	c1ccc2oc(NC3=NCN(CC4CCCO4)CN3)nc2c1 (stereo not given)	-7	9
53	COc1cc(OC)cc(-c2c(-c3ccc(C(C)=O)cc3)c3cc(-c4cccc5[nH]ccc45)ccc3n2C)c1	9	9
54	Cc1ccc(C)c(N2CCN(C(=O)c3ccc(Cn4c(=S)[nH]c5ccc(N6CCOCC6)cc5c4=O)cc3)CC2)c1	38	22
55	CCOc1ccc(CCNC(=O)COC(=O)c2ccc(OC)c(OC)c2OC)cc1OCC	40	-5
56	O=Cc1ccc(N2CCCC2)c(F)c1	-4	-4
57	CCOc1cc(CNCc2ccccn2)cc(Cl)c1OC	2	-2
58	COc1ccc(OC)c(Cc2nnc(CCC(=O)N3CCCCCC3)o2)c1	8	-6
59	CC1CCN(Cc2ccc(-c3nnn(CC(=O)Nc4ccccc4Cl)n3)cc2)CC1	-24	1
60	COc1ccc(N(C)S(=O)(=O)c2cccc(C(=O)NC3CCCC(C)C3C)c2)cc1 (stereo not given)	9	-17

No.	SMILES	H9c2 TAG inh	H9c2 TAG inh DAPI viability
61	Cc1ccc(NC(=O)C2(N3CCC3=O)CCCCC2)cc1	-12	2
62	COC(=O)[C@@]12CCCN1[C@H](c1ccc(-c3ccccc3)cc1)[C@@H]1C(=O)N(C)C(=O)[C@@H]12	-2	1
63	CCCn1c(SCC(=O)N(C)CC(=O)Nc2ccc(C)cc2)n[nH]c1=O	-3	9
64	CCCN(C(=O)CSc1nc2ccccc2n1CC)C1CCS(=O)(=O)C1 (stereo not given)	-9	-3
65	CCOC(=O)Cc1c(C)nc2c(-c3ccccc3)cnn2c1C	-7	-6
66	CC1CCN(C2=C(NS(=O)(=O)c3ccccc3)C(=O)c3ccccc3C2=O)CC1	23	-9
67	C=CCn1c(SCC(=O)c2c(N)n(C)c(=O)n(C)c2=O)nnc1-c1ccoc1C	8	11
68	Cc1ccc(C=NNc2nc3c([nH]2)c(=O)n(C)c(=O)n3C)cc1	-7	15
69	O=c1cc(CO)[nH]nc1CO	-3	-11
70	Cc1n[nH]c(C)c1CCN(C)Cc1cn(C)nc1-c1ccccc1F	-4	-1
71	O=C(COc1ccc([N+](=O)[O-])cc1)Nc1ccc(N2CCN(C(=O)c3ccco3)CC2)cc1	-9	3
72	CCN(CC)C(=O)[C@H]1C[C@H](CC(=O)NC/C=C(\C)CCC=C(C)C)C(=O)N2CCc3c([nH]c4cc(CCC(=O)N(C)C)ccc34)[C@]12C	-12	11
73	O=C(c1ccco1)N1CCN(S(=O)(=O)c2ccc(F)cc2)CC1	25	-1
74	CNC(=O)NC(=O)CSc1nnc(-c2ccc(F)cc2)n1CC1CCCO1 (stereo not given)	4	-4
75	C[C@@H]1C(c2cccc(Cl)c2)=NN(c2ccc(Br)cc2)[C@H]1C(=O)N1CCOC1=O	-5	87

No.	SMILES	H9c2 TAG inh	H9c2 TAG inh DAPI viability
76	Cc1sc2ncnc(N3CCC(C(=O)NNC(=O)COc4ccc(Br)cc4)CC3)c2c1C	10	-6
77	CCC(NC(=O)NC1=NCCS1)(C(F)(F)F)C(F)(F)F	-3	-4
78	Fc1ccc(-n2nnnc2-c2cnc(-c3cccs3)nc2C(F)(F)F)cc1	-12	4
79	C1=Nc2c(NCc3ccccc3)ncnc2Oc2ccccc21	4	5
80	O=S(=O)(Nc1cccc(-c2ccc(N3CCOCC3)nn2)c1)c1cc(Cl)ccc1Cl	11	-9
81	Cc1nnc(Nc2ccc(O)cc2)[nH]c1=O	-4	-8
82	COc1ccc2sc(-c3ccc(S(C)(=O)=O)cc3)c(-c3ccc(SC)cc3)c2c1	9	24
83	CCc1ccc(NC(=O)COC(=O)CN2C(=O)COc3ccccc32)cc1	-20	-2
84	Cc1csc2c(NC3CCN(Cc4ccccc4)CC3)ncnc12	-10	-4
85	CCOc1ccc(C2C(C(=O)/C=C/c3ccco3)=C(O)C(=O)N2CCN2CCOCC2)cc1OC (stereo not given)	-7	7
86	c1ccc(CNCc2ccc3c(c2)OCO3)nc1	-30	5
87	O=C(COC(=O)c1ccc([N+](=O)[O-])s1)NCCc1ccccc1	-21	17
88	O=C(Nc1ccc(OC(=O)c2ccccc2)c(-c2nc3ccccc3s2)c1)c1ccccc1	32	-9
89	Cc1cccc(NC(=O)CSc2ccc(-c3ccccn3)nn2)c1C	-5	2
90	CC(=O)OCC(=O)Nc1ccc(SC(F)F)cc1	-17	-1

No.	SMILES	H9c2 TAG inh	H9c2 TAG inh DAPI viability
91	Cc1cccc(NC(=O)CSc2nc3ccccc3c(=O)n2C)c1C	-11	12
92	CNc1oc(Cc2ccccc2)nc1S(=O)(=O)c1ccccc1	12	-13
93	COc1ccc(S(=O)(=O)N2CCOCC2)cc1NC(=O)CSc1nnnn1C1CC1	6	6
94	COc1ccc(OCCC(=O)OCC(=O)Nc2cccc(S(=O)(=O)N3CCCCC3)c2)cc1	10	-1
95	COC(=O)C1=C(N)Oc2cc(C)oc(=O)c2C1c1cccnc1 (stereo not given)	20	-17
96	CC12CCC(O)CC1=CCC1C2CCC2(C)c3[nH]ncc3CC12 (stereo not given)	2	7
97	Cc1c(Cl)cccc1NC(=S)NC(=O)c1cncc(Br)c1	-5	4
98	COc1ccccc1C(=O)COC(=O)COc1ccc(C#N)cc1	0	-7
99	COCCn1c(C)cc(C(=O)COC(=O)CNC(=O)c2ccco2)c1C	16	1
100	COc1ccccc1C=NC(CO)C(O)c1ccc([N+](=O)[O-])cc1 (stereo not given)	8	-7
101	CCCS(=O)(=O)N1CCN(S(=O)(=O)c2ccc(F)cc2)CC1	-1	-8
102	CC(C)Cn1c(SCC(=O)Nc2ccc(Cl)cc2F)nc(O)cc1=O	4	-6
103	CCCCCC(O)CCc1n[nH]c(=S)n1-c1ccccc1 (stereo not given)	3	0
104	Cc1cccc(-c2cc3nc(C)cc(C)n3n2)c1	-1	-6
105	Cc1ccc(-n2c(=O)[nH]cc(C(=O)N3CCc4ccccc43)c2=O)cc1	-6	-1

No.	SMILES	H9c2 TAG inh	H9c2 TAG inh DAPI viability
106	COc1ccc(Cl)cc1-c1cc(C(=O)NCc2ccco2)[nH]n1	18	-13
107	CN(CC(=O)Nc1ccccc1C(=O)NC1CC1)Cc1ccc(Cl)cc1	3	-7
108	Cc1nc(SC2CC(=O)N(c3ccccc3)C2=O)n[nH]1 (stereo not given)	5	3
109	OC1(c2cccc(C(F)(F)F)c2)CCN(Cc2nnnn2CCc2ccccc2)CC1	-2	-1
110	Cc1cc(C)cc(N(CC(=O)O)S(=O)(=O)c2c(C)[nH]c(=O)[nH]c2=O)c1	-2	-3
111	O=C(NNC(=O)C1C2C=CC(C2)C1C(=O)O)c1cc(Cl)ccc1O (stereo not given)	7	16
112	CS(=O)(=O)N(CC(=O)N1CCCCC1)C1CCCCC1	-22	-11
113	Cc1oc(C)c(C(=O)O)c1C(=O)O	-12	9
114	CSc1nc(SCC(=O)O)c2sc3nc(-c4ccccc4)c4c(c3c2n1)CCC4	13	7
115	CCC(=O)Nc1ccc2c(c1)ncn2-c1ccc(OC)cc1	-1	0
116	O=C(NCCc1cccc(F)c1)[C@@H]1CSC2c3ccccc3C(=O)N21 (stereo not given in full)	-20	2
117	CCOC(=O)CSc1nc(C)c2cc(C)c(C)cc2n1	4	0
118	Nc1sc2c(c1C(=O)c1ccccc1)CCCC2	-3	5
119	COc1ccccc1C(=O)NCC(=O)NC1CCCc2ccccc21 (stereo not given)	-1	-7
120	CCOC(=O)C1CCCN(CCC(=O)Nc2cccc(C)c2)C1 (stereo not given)	-2	-5
121	C=CCn1c(SCC(=O)c2ccccc2)nnc1-c1cc2ccccc2o1	-1	-1

Profiles, looked up by structure. Order of values: H9c2 TAG inh	H9c2 TAG inh DAPI viability
CCC(=O)Nc1ccc2c(c1)ncn2-c1ccc(OC)cc1 is entered as -1	0
Nc1sc2c(c1C(=O)c1ccccc1)CCCC2 is entered as -3	5
